GPR151 activ: activates the human receptor GPR151. PathHunter beta-arrestin GPR151 cells, luminescence. activation, % at 11.2 µM. actives 1% (n = 650,000). AID 1508602; in the data active = activation above about 4.9%;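 note: 0% = median of compound wells and 100% = cells with positive control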
Target sequence (Q8TDV0 whole entry, looked up): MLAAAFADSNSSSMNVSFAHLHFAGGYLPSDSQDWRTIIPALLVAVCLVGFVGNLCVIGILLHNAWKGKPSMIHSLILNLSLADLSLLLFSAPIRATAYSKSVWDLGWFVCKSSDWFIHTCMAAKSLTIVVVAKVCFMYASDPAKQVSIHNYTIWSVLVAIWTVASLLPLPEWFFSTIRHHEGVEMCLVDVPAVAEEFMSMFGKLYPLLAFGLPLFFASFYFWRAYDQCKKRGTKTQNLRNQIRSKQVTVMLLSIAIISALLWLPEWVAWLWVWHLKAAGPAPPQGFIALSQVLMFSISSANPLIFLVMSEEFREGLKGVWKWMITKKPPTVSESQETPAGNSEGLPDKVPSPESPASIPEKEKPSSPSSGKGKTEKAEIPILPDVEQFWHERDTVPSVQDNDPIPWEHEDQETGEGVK
FBW7 activator: human FBW7 E3 ligase activation, primary screen | Q969H0 | AlphaScreen FBW7–phospho-cyclin E peptide binding, activator screen | normalized activity (activation), % at 26.1 µM | actives 0.13% (n = 650,000) | AID 1259310; in the data active = normalized activity above about 1.9%;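 note: purified mutant Fbw7 with reduced substrate affinity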
Target sequence (Q969H0 whole entry, looked up): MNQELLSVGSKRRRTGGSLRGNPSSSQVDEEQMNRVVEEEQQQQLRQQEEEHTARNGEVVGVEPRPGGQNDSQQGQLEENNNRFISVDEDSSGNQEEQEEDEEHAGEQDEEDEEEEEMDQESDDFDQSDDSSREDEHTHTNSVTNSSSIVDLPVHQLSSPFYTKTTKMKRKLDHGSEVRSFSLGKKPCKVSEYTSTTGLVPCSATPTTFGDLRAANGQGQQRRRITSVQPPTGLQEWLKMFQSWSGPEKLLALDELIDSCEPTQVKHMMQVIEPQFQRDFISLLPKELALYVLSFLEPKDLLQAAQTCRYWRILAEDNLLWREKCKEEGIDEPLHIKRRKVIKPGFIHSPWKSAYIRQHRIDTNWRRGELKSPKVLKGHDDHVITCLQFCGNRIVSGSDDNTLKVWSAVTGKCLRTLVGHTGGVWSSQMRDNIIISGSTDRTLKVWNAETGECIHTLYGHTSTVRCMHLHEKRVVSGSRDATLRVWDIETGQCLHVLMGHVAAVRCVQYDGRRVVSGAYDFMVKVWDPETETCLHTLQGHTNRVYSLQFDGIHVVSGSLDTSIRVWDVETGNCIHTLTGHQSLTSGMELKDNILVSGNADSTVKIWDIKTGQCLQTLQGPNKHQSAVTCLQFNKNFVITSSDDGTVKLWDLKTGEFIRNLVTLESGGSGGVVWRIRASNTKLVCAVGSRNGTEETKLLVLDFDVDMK
MITF primary: blocks human microphthalmia-associated transcription factor; O75030; AlphaScreen MITF homodimerization, bead proximity signal; inhibition, % at 2.6 µM; actives 0.91% (n = 650,000); in the data active = inhibition above about 50%;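 note: 0% = vehicle wells with protein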
TEAD-YAP inh: TEAD-YAP interaction inhibition. HEK-TIYL cells, TEAD-Gal4/YAP UAS-luciferase luminescence. inhibition, % at 9.12 µM. actives 1.4% (n = 640,000). AID 1259422; in the data active = inhibition above about 32%;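 note: 0% = median of test compound wells and 100% = reference inhibitor wells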
* = called active by the depositor.

For Cn1c(C(O)c2ccccc2)nc2ccccc21 (stereo not given) the results were GPR151 activ 0.3, FBW7 activator 0.4, MITF primary -6 and TEAD-YAP inh 7.
For N#Cc1c(-c2cccs2)cc(-c2cccs2)nc1SCCC(=O)c1ccc(F)cc1 the results were GPR151 activ -1.7, FBW7 activator -0.1, MITF primary 2 and TEAD-YAP inh -1.
Screening CCN(CC)CC(O)COc1ccc(OCc2ccccc2)cc1 (stereo not given) returned GPR151 activ -1.0, FBW7 activator 0.0, MITF primary -4 and TEAD-YAP inh -35.
For Cc1[nH]c(=O)[nH]c(=O)c1S(=O)(=O)Nc1ccc(-c2ccno2)cc1 the results were GPR151 activ 1.3, FBW7 activator 0.4, MITF primary 7 and TEAD-YAP inh 5.
For O=S(=O)(c1cccs1)N1CCn2cccc2C1c1ccc(Cl)cc1Cl (stereo not given) the results were GPR151 activ -0.6, FBW7 activator -0.1, MITF primary -2 and TEAD-YAP inh 3.
For COC(=O)[C@@H]1CCCN1C(=O)CCc1nnc(CCCCc2ccccc2)o1 the results were GPR151 activ 0.5, FBW7 activator 0.3, MITF primary 8 and TEAD-YAP inh -3.
For COc1ccc(C2C3=C(CCCC3=O)NC3=C2C(=O)c2ccccc23)cc1 (stereo not given) the results were GPR151 activ -1.0, FBW7 activator -0.3, MITF primary 10 and TEAD-YAP inh 13.
`CCn1c(-c2cccc([N+](=O)[O-])c2)n[nH]c1=S` gave GPR151 activ 0.0, FBW7 activator 0.4, MITF primary 15 and TEAD-YAP inh 12.
`CC1=NNC(=O)C1CC(=O)N/N=C/c1c(Cl)cccc1Cl` (stereo not given) gave GPR151 activ -0.8, FBW7 activator 1.3, MITF primary 14 and TEAD-YAP inh 8.
For O=C(Cc1ccccc1Cl)NCc1ccccn1 the results were GPR151 activ -0.8, FBW7 activator -0.2, MITF primary 15 and TEAD-YAP inh 3.
Screening Cc1ccc2c(c1)C(O)c1ccccc1-2 (stereo not given) returned GPR151 activ 1.9, FBW7 activator 0.1, MITF primary -8 and TEAD-YAP inh -19.
For CCNS(=O)(=O)c1cc(-c2nnc(Nc3cccc(C(F)(F)F)c3)c3ccccc23)ccc1C the results were GPR151 activ 2.4, FBW7 activator 0.2, MITF primary 15 and TEAD-YAP inh 6.
Screening CCc1nnc(NC(=O)c2ccc(Cl)cc2Cl)s1 returned GPR151 activ 1.5, FBW7 activator -0.1, MITF primary 4 and TEAD-YAP inh -64.
COc1cc(CN2CC[C@H]3[C@H](CCC(=O)N3Cc3ccc(F)cc3)C2)cc2c1OCO2 was read as GPR151 activ -0.8, FBW7 activator 0.0, MITF primary 6 and TEAD-YAP inh 5.
`O=C1N=C(N2CCCC2)S/C1=C\c1c(F)cccc1Cl` gave GPR151 activ 0.4, FBW7 activator -0.1, MITF primary 3 and TEAD-YAP inh -2.
For Cc1ccc(C(=O)NCC(C)(C)O)cc1 the results were GPR151 activ -0.4, FBW7 activator 0.6, MITF primary 18 and TEAD-YAP inh 10.
`CCOc1cccc(OCCNC2CCCC2)c1` gave GPR151 activ -1.7, FBW7 activator -0.1, MITF primary 33 and TEAD-YAP inh -1.
`CCOC(=O)c1ccc(NS(=O)(=O)c2cc(Cl)ccc2OCC)cc1` gave GPR151 activ -1.2, FBW7 activator 0.1, MITF primary -15 and TEAD-YAP inh 9.
COc1ccc(NC(=O)CSc2ncccn2)c(OC)c1 was read as GPR151 activ -0.4, FBW7 activator 0.3, MITF primary 2 and TEAD-YAP inh -27.
For CCC(C)NC(=O)CSc1nc2n[nH]c(C)c2c(=N)n1-c1ccc(C)cc1 (stereo not given) the results were GPR151 activ 0.2, FBW7 activator 0.2, MITF primary 4 and TEAD-YAP inh -3.
`Cc1noc(C)c1C(=O)OCC(=O)NC1CCCCC1C` (stereo not given) gave GPR151 activ -2.7, FBW7 activator 1.0, MITF primary -1 and TEAD-YAP inh 6.
`N#Cc1cc2c(nc1SCC(=O)NCCc1ccccc1)CCCCC2` gave GPR151 activ 1.0, FBW7 activator -0.1, MITF primary -10 and TEAD-YAP inh -10.
`Cc1c(C(=O)N2CCN(c3ccc(F)cc3)CC2)sc2ncn(CC(=O)N3CCC(C)CC3)c(=O)c12` gave GPR151 activ 0.2, FBW7 activator 0.0, MITF primary 9 and TEAD-YAP inh 8.
`CCn1c2ccccc2n2c(=O)n(CC(=O)NC(C)(C)C)nc12` gave GPR151 activ -0.5, FBW7 activator 1.2, MITF primary 23 and TEAD-YAP inh -9.
COc1ccc(OC)c(C2C=C(c3ccccc3OC(F)F)Nc3ncnn32)c1 (stereo not given) was read as GPR151 activ 0.7, FBW7 activator -0.2, MITF primary -3 and TEAD-YAP inh -3.
Screening CCSc1nc2sc3c(c2c2nnnn12)CCC3 returned GPR151 activ -0.1, FBW7 activator -0.1, MITF primary 1 and TEAD-YAP inh -6.
For O=C(NCCN1CCOCC1)c1cncc(-c2csc3ccccc23)c1 the results were GPR151 activ 4.7, FBW7 activator 0.0, MITF primary -8 and TEAD-YAP inh 12.
Screening COc1ccc2nc(C)cc(N/N=C/c3cccc(OC)c3O)c2c1 returned GPR151 activ 1.0, FBW7 activator -0.1, MITF primary 15 and TEAD-YAP inh 7.
COC(=O)C1=CN(C(C)c2ccccc2)C=C(C(=O)OC)C1c1ccc(C(=O)OC)cc1 (stereo not given) was read as GPR151 activ 1.2, FBW7 activator 0.7, MITF primary 7 and TEAD-YAP inh 9.
`COc1ccc(CC(=O)Nc2cccc(Cl)c2)cc1OC` gave GPR151 activ 1.6, FBW7 activator 0.0, MITF primary 12 and TEAD-YAP inh 5.
C/C(=N\Nc1ccccc1)c1ccccc1O was read as GPR151 activ -0.5, FBW7 activator -0.2, MITF primary 3 and TEAD-YAP inh -8.
`COc1ccc(S(=O)(=O)c2ccc(OCC3CO3)cc2)cc1` (stereo not given) gave GPR151 activ -2.1, FBW7 activator 0.7, MITF primary 13 and TEAD-YAP inh -5.
c1ccc(NC2=Nc3ccccc3CS2)cc1 was read as GPR151 activ 0.4, FBW7 activator -0.1, MITF primary -14 and TEAD-YAP inh -56.
For C/C(=N/NC(=O)c1cncc(Br)c1)c1ccc(C(C)(C)C)cc1 the results were GPR151 activ -1.4, FBW7 activator 1.3, MITF primary 7 and TEAD-YAP inh -4.
COc1cc(C=NC2=NN(c3cccc(C(F)(F)F)c3)CC2)ccc1O was read as GPR151 activ 1.8, FBW7 activator 0.0, MITF primary 2 and TEAD-YAP inh 6.
`CCc1ccc(OCC(=O)Nc2ccc(C(C)=O)cc2)cc1` gave GPR151 activ 0.4, FBW7 activator 0.1, MITF primary -12 and TEAD-YAP inh -4.
For COc1cccc(C(=O)Nc2cccc3c2C(=O)N(c2ccccc2)C3=O)c1 the results were GPR151 activ 0.5, FBW7 activator -0.2, MITF primary -4 and TEAD-YAP inh -2.
`CC(=O)c1cccc(-c2cncc(C(=O)NCCN(C(C)C)C(C)C)c2)c1` gave GPR151 activ 1.6, FBW7 activator 0.0, MITF primary -2 and TEAD-YAP inh 1.
For CCCCN(CC)C(=O)c1cccc(Cl)c1 the results were GPR151 activ 3.6, FBW7 activator 0.8, MITF primary 2 and TEAD-YAP inh 8.
CCCCOc1ccc(/C=C2/N=C(c3cccc4ccccc34)OC2=O)cc1 was read as GPR151 activ -2.1, FBW7 activator 0.3, MITF primary 18 and TEAD-YAP inh -3.
For O=S(=O)(CCc1nc2ccccc2[nH]1)c1ccc(Br)cc1 the results were GPR151 activ 1.4, FBW7 activator 0.2, MITF primary 7 and TEAD-YAP inh 2.
`CC(Oc1ccc(Cl)cc1Cl)C(=O)NC1CC1` (stereo not given) gave GPR151 activ -1.0, FBW7 activator 0.4, MITF primary 2 and TEAD-YAP inh -3.
`O=C1OC(c2ccc([N+](=O)[O-])cc2Cl)=N/C1=C\c1ccccc1Cl` gave GPR151 activ 0.1, FBW7 activator 0.0, MITF primary -2 and TEAD-YAP inh 1.
`CCN1CCN(c2cc(C)c3cc(NC(=S)NCCN4CCOCC4)ccc3n2)CC1` gave GPR151 activ -0.7, FBW7 activator -0.2, MITF primary -7 and TEAD-YAP inh -17.
CCOCCCNC(=O)CN1N=C(c2ccccc2)Cn2c(cc3sccc32)C1=O was read as GPR151 activ -1.2, FBW7 activator 0.0, MITF primary 0 and TEAD-YAP inh -2.
Cc1ccc(-c2nc3cc(C(F)(F)F)cc(Br)c3nc2-c2ccc(C)cc2)cc1 was read as GPR151 activ 0.5, FBW7 activator 0.0, MITF primary 0 and TEAD-YAP inh 4.
CCOc1cccc(NC(=O)C2CC(=O)N(c3ccc(F)cc3)C2)c1 (stereo not given) was read as GPR151 activ 1.6, FBW7 activator 0.0, MITF primary -1 and TEAD-YAP inh -3.
`O=C(NCCc1ccc(O)cc1)c1csc(Nc2ccc(N3CCOCC3)cc2)n1` gave GPR151 activ 1.6, FBW7 activator -0.1, MITF primary 3 and TEAD-YAP inh 39*.
`COc1ccccc1NC(=O)N(CCO)Cc1cc2cc(C)ccc2[nH]c1=O` gave GPR151 activ 0.2, FBW7 activator -0.3, MITF primary -5 and TEAD-YAP inh 3.
For CCOC(=O)c1cc2c(ccn2C)n1CC(=O)N1CCCC(C)C1 (stereo not given) the results were GPR151 activ -1.7, FBW7 activator 0.1, MITF primary -9 and TEAD-YAP inh -5.
CSc1ccc(-c2nnn(CC(=O)N3CCOCC3)n2)cc1 was read as GPR151 activ -1.2, FBW7 activator -0.2, MITF primary -10 and TEAD-YAP inh -9.
Screening CN(C)c1cccc(Nc2nc(NCCc3ccc(O)cc3)c3ncn(Cc4ccc(C(F)(F)F)cc4)c3n2)c1 returned GPR151 activ -0.6, FBW7 activator -0.1, MITF primary -8 and TEAD-YAP inh 7.
Screening Cc1cccc(NC(=O)c2nccnc2C(=O)O)c1C returned GPR151 activ -0.1, FBW7 activator 0.2, MITF primary 5 and TEAD-YAP inh -6.
For COc1ccc(S(=O)(=O)N(C)CC(=O)NCc2ccco2)cc1C the results were GPR151 activ -0.3, FBW7 activator 0.4, MITF primary 17 and TEAD-YAP inh 4.
Screening O=C(CCc1ccccc1)N/N=C/c1ccc(Br)cc1 returned GPR151 activ -0.2, FBW7 activator 0.0, MITF primary 8 and TEAD-YAP inh -3.
For COc1ccccc1CNC(=O)c1ccc(NC(C)=O)cc1 the results were GPR151 activ -0.1, FBW7 activator 0.1, MITF primary 4 and TEAD-YAP inh -8.
`CCOc1ccc(CN2CCN(Cc3c(C)nn(CC)c3C)CC2CCO)cc1` (stereo not given) gave GPR151 activ 1.0, FBW7 activator 0.0, MITF primary 10 and TEAD-YAP inh 10.
Screening c1ccc(OCCNc2nc(Nc3ncccn3)nc3c2ncn3C2CCCCC2)cc1 returned GPR151 activ 2.2, FBW7 activator 0.3, MITF primary -9 and TEAD-YAP inh -3.
For COc1ccc(CN2CCN(S(=O)(=O)c3ccc(NC(C)=O)cc3)CC2)c(OC)c1 the results were GPR151 activ -1.0, FBW7 activator 0.3, MITF primary 47 and TEAD-YAP inh 0.
`CCOC(=O)c1[nH]c(C#N)c(C(=O)OCC)c1C` gave GPR151 activ 0.4, FBW7 activator 0.0, MITF primary 10 and TEAD-YAP inh -3.
Cc1sc2nc(COC(=O)c3ccccn3)[nH]c(=O)c2c1C was read as GPR151 activ -0.6, FBW7 activator -0.7, MITF primary 5 and TEAD-YAP inh -9.
For CCC(C)NC(=O)C1CCCN(Cc2nc(-c3cccc(Cl)c3)oc2C)C1 (stereo not given) the results were GPR151 activ 0.7, FBW7 activator 0.0, MITF primary -5 and TEAD-YAP inh -7.
O=C1CSC(=S)N1c1c(F)cccc1Cl was read as GPR151 activ 1.6, FBW7 activator -0.3, MITF primary -2 and TEAD-YAP inh -2.
For COc1ccc(/C(C)=N/NC(=S)NCc2ccccc2)c(O)c1 the results were GPR151 activ -1.3, FBW7 activator -0.1, MITF primary 4 and TEAD-YAP inh 3.

Sorted by molecular weight (descending): 10 of the compounds above
Screening CN(C)c1cccc(Nc2nc(NCCc3ccc(O)cc3)c3ncn(Cc4ccc(C(F)(F)F)cc4)c3n2)c1 returned GPR151 activ -0.6, FBW7 activator -0.1, MITF primary -8 and TEAD-YAP inh 7.
Screening c1ccc(OCCNc2nc(Nc3ncccn3)nc3c2ncn3C2CCCCC2)cc1 returned GPR151 activ 2.2, FBW7 activator 0.3, MITF primary -9 and TEAD-YAP inh -3.
`CCOc1ccc(CN2CCN(Cc3c(C)nn(CC)c3C)CC2CCO)cc1` (stereo not given) gave GPR151 activ 1.0, FBW7 activator 0.0, MITF primary 10 and TEAD-YAP inh 10.
For CCC(C)NC(=O)C1CCCN(Cc2nc(-c3cccc(Cl)c3)oc2C)C1 (stereo not given) the results were GPR151 activ 0.7, FBW7 activator 0.0, MITF primary -5 and TEAD-YAP inh -7.
For COc1ccc(/C(C)=N/NC(=S)NCc2ccccc2)c(O)c1 the results were GPR151 activ -1.3, FBW7 activator -0.1, MITF primary 4 and TEAD-YAP inh 3.
Cc1sc2nc(COC(=O)c3ccccn3)[nH]c(=O)c2c1C was read as GPR151 activ -0.6, FBW7 activator -0.7, MITF primary 5 and TEAD-YAP inh -9.
For COc1ccccc1CNC(=O)c1ccc(NC(C)=O)cc1 the results were GPR151 activ -0.1, FBW7 activator 0.1, MITF primary 4 and TEAD-YAP inh -8.
Screening Cc1cccc(NC(=O)c2nccnc2C(=O)O)c1C returned GPR151 activ -0.1, FBW7 activator 0.2, MITF primary 5 and TEAD-YAP inh -6.
O=C1CSC(=S)N1c1c(F)cccc1Cl was read as GPR151 activ 1.6, FBW7 activator -0.3, MITF primary -2 and TEAD-YAP inh -2.
`CCOC(=O)c1[nH]c(C#N)c(C(=O)OCC)c1C` gave GPR151 activ 0.4, FBW7 activator 0.0, MITF primary 10 and TEAD-YAP inh -3.

Bioassay records from PubChem BioAssay.
